Screening data (PubChem)
UTI89 phage lysis: inhibition of K1F phage lysis, E. coli UTI89, bacterial capsule biogenesis inhibitors, alamar blue (AID 488966); E. coli UTI89 K1F phage lysis, alamar blue, 2 h; higher % means a stronger effect; inhibition, % at 100 µM; hits with a dose series show IC50 in µM; 340,000 tested, 0.02% active;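 active = phage lysis inhibition, versus mean bacterial control, above a set limit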;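 also: capsule biogenesis inhibitors block K1F phage lysis so surviving cells raise fluorescence; higher fluorescence means more inhibition of phage lysis; actives were called in the ten point dose series up to 300 µM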
An asterisk follows results filed as active; [ ] = another dose, or the depositor's remark. An excerpt; count on the stated rates, not on these rows.

SMILES | UTI89 phage lysis
O=C(NCc1ccccn1)c1cccc(S(=O)(=O)N2CCc3ccccc32)c1 | 1.2%
CC(NC(=O)C1CCN(S(=O)(=O)c2ccc3nc4c(c(C(=O)O)c3c2)CCCC4)CC1)c1ccccc1 (stereo not given) | 0.0%
Cc1cc(NC(=O)CCC(=O)N(Cc2ccccc2)C(C(=O)NC2CCCC2)c2ccc(C)o2)no1 (stereo not given) | -0.3%
CCOCCCNC(=O)c1cn(CC)c2ccc(S(=O)(=O)N3CCC(C)CC3)cc2c1=O | 0.6%
COc1ccc(S(=O)(=O)N2CCCC(C(=O)NCC3CCCO3)C2)cc1Cl (stereo not given) | -0.4%[50 µM]
Cc1cccc(N2C(=O)C=CC2=O)c1 | -7.7%
O=C(NCc1ccco1)C1CCCN1C(=O)Nc1ccc(Br)cc1 (stereo not given) | 0.1%
Fc1ccc(-c2nnn(Cc3ccccc3Cl)n2)cc1 | 0.1%
CC(=O)N(Cc1ccccc1)c1c(N)nc(N)[nH]c1=O | 1.8%
O=C(NCc1ccc(Cl)cc1)N1CCc2ccccc2C1 | 0.4%
C/C(=N/NC(=O)CNC(=O)c1cccnc1)c1ccc(Cl)cc1 | 0.0%
COc1ccc(-c2cn(-c3ccc(C)c(C)c3)c(=S)[nH]2)cc1OC | 0.1%
CCO[C@H]1OC(C(=O)O)=C[C@@H](c2cn(C(C)=O)c3ccccc23)[C@@H]1CCCO | 0.0%
COc1ccc(-c2nc(CS(=O)CC(=O)NCc3ccc(C)cc3)c(C)o2)cc1OC (stereo not given) | 0.0%
O=C(NCc1ccc2c(c1)OCO2)C1CC(=O)N(CCc2ccc(F)cc2)C1 (stereo not given) | 0.1%
CC(=O)c1ccc(S(=O)(=O)NC2CC(=O)N(c3ccc(C)cc3)C2)cc1 (stereo not given) | 0.3%[50 µM]
N#CCc1ccc(NC(=O)c2ccccc2C(=O)Nc2ccc(CC#N)cc2)cc1 | 0.0%
COCCCNC(=O)C[C@H]1C[C@H](C(=O)N2CCOCC2)[C@@]2(C)c3[nH]c4cc(CCC(=O)N(C)C)ccc4c3CCN2C1=O | 0.0%
Cc1cccc(OCC(O)Cn2c(N3CCCCC3)nc3c2c(=O)n(C)c(=O)n3C)c1 (stereo not given) | 0.6%
CNS(=O)(=O)c1cccc(C(=O)OCC(=O)c2cc(C)n(CC3CCCO3)c2C)c1 (stereo not given) | 0.5%[50 µM]
CCOc1ccc(OCCC(=O)OCC(=O)NC2CC2)cc1 | 1.2%[50 µM]
COc1ccc(C(N)c2nccc3cc(OC)c(OC)cc23)cc1OC (stereo not given) | -0.1%
COc1ccccc1Nc1ncnc2sccc12 | 0.3%
O=C(COc1ccccc1)Nc1cccc(S(=O)(=O)N2CCCC2)c1 | 1.5%[50 µM]
Cn1cc(CN2CCCC(CNS(=O)(=O)c3cccc4cccnc34)C2)cn1 (stereo not given) | 0.3%
More entries
SMILES | UTI89 phage lysis
CC(=O)Nc1ccc(C(=O)OCC(=O)N2CCCC2)cc1 | 0.4%
Cc1ccc(S(=O)(=O)NC(C(=O)N2CCOCCOCCOCCOCC2)C(C)C)cc1 (stereo not given) | -0.1%
CCOC(=O)C1CCCN(C(=O)CCNS(=O)(=O)c2ccc(Br)cc2)C1 (stereo not given) | 0.3%[50 µM]
COc1cccc(NC(=O)CCNC(=O)N2CC(=O)Nc3ccccc32)c1 | 0.2%
COc1ccc(CCNC(=O)C2CCC(=O)N(CCc3ccc(OC)cc3)C2)cc1 (stereo not given) | 0.2%
CC(C)(C)CC(C)(C)N=C1Nc2cc(Cl)c(Cl)cc2NC12C[C@H]1CCC(=O)N3CC[C@@H](C2)[C@@H]13 (stereo not given in full) | -1.1%
Cc1cccc(OCC(=O)N(Cc2ccc(C)o2)C2CCS(=O)(=O)C2)c1 (stereo not given) | 0.0%
CCc1ccc(C)c(OC(=O)c2cncc(Br)c2)c1 | -0.2%
O=C(NCCc1ccc(Cl)cc1)c1ccc(Br)s1 | 1.7%[50 µM]
CCCC[C@@H]1CNCCN1CCCc1cc(OC)c(OC)c(OC)c1 | 0.6%
CN(C)S(=O)(=O)c1cccc(C(=O)Nc2cc(S(=O)(=O)N3CCOCC3)ccc2N2CCCC2)c1 | -0.1%[50 µM]
COc1cccc(CNC(=O)CN2C(=O)CSc3ccc(S(=O)(=O)N4CCOCC4)cc32)c1 | 0.3%
CCn1nc(C)c(CNC(=O)c2cc(COc3ccccc3SC)on2)c1C | 0.3%
O=C(NC1CCN(S(=O)(=O)c2cccc(F)c2)CC1)c1cccc(F)c1 | -0.1%
COc1ccc(OCCCC(=O)Nc2cccc(S(=O)(=O)N3CCCCCC3)c2)cc1 | 0.1%[50 µM]
COc1ccc(S(=O)(=O)N2CCCCCC2)cc1C(=O)N(CC(C)C)C1CCS(=O)(=O)C1 (stereo not given) | 0.7%[50 µM]
COc1ccccc1NS(=O)(=O)c1cc(C(=O)NCC2CCCO2)ccc1C (stereo not given) | 0.4%[50 µM]
Fc1ccccc1-c1csc(-c2cccnc2)n1 | -0.1%
COc1ccc(C(=O)C(C)OC(=O)CCN2C(=O)C3CC=CCC3C2=O)cc1 (stereo not given) | 0.8%[50 µM]
O=C(O)COc1ccc(C=C2SC(=S)N(c3ccccc3)C2=O)cc1 | 1.6%
C/C=C/c1ccc(OCCCCN(C)Cc2ccccc2)c(OC)c1 | 0.6%
O=C(CSc1nnc(CNC(=O)c2cccc(C(F)(F)F)c2)o1)NC1CCCC1 | 0.1%
NC(=O)c1nn2c(C(F)(F)F)cc(-c3ccccc3)nc2c1Br | 0.1%
N#Cc1ccccc1S(=O)(=O)N1CCN(C(=O)CCc2ccccc2)CC1 | 1.1%[50 µM]
CCc1ccc(OC)c(S(=O)(=O)N2CCN(C(=O)c3ccco3)CC2)c1 | -0.1%
Further entries.
SMILES | UTI89 phage lysis
COc1ccc(Cl)cc1C(=O)Nc1ccc(OCC(=O)N2CCOCC2)cc1 | 0.1%
COc1ccc(C2=NS(=O)(=O)N(C)C(C(=O)N(C)Cc3ccccc3)=C2)cc1 | -0.5%
CC(C)Oc1cc2ccccc2cc1CNC[C@H]1O[C@@H](n2cnc3c(N)ncnc32)[C@H](O)[C@@H]1O | 0.1%
Cc1c(C)c2ccc(OCC(=O)NC3CCN(Cc4ccccc4)CC3)c(C)c2oc1=O | 1.1%
Cc1ccc(C=NNc2nc3c([nH]2)c(=O)n(C)c(=O)n3C)cc1 | 1.7%
CC1CCN(C(=O)c2ccc3c(c2)OCO3)CC1 | 0.2%
CCCCN1CC[C@H]2C=CC[C@@H](C(=O)Nc3ccc(Cl)cc3Cl)[C@H]2C1=O | 1.6%
Cc1ccc(NS(=O)(=O)c2ccc3c(c2)NC(=O)CO3)cc1C | 0.0%
CN(CCOc1ccc(Cl)cc1)C(=O)c1cccc(S(=O)(=O)N2CCN(c3ccc(F)cc3)CC2)c1 | 0.2%[50 µM]
CSc1nc2ccc(NS(=O)(=O)c3ccc(CNC(C)=O)cc3)cc2s1 | 0.9%[50 µM]
Cc1nc(-c2ccc(F)cc2)c(CC(=O)N2CCN(S(=O)(=O)c3ccc(F)cc3)CC2)s1 | 1.3%[50 µM]
COC(=O)C[C@H]1c2cc(F)ccc2S(=O)(=O)N1c1ccc(N(C)C)cc1 | 0.6%
O=C(C1CC(=O)N(c2ccc(F)cc2)C1)N1CCCCCC1 (stereo not given) | -0.1%
O=C(CSc1ccc(F)cc1)Nc1ccc(N2CCOCC2)c(Cl)c1 | 1.0%[50 µM]
COC(=O)COc1ccc2oc(=O)cc(-c3cc4ccccc4o3)c2c1 | 0.2%
COc1ccc(C(=O)n2nc(C)c(Br)c2C)cc1OC | 0.3%[50 µM]
Cc1cccc(N2CCN(C(=O)C3CC(=O)N(C4CCCC4)C3)CC2)c1C (stereo not given) | 0.1%
Cn1ncc(Cl)c1C(=O)NCC1CCCO1 (stereo not given) | -1.0%[50 µM]
CC1CCN(C(=O)CS(=O)(=O)Cc2ccccc2)CC1 | 0.1%
COc1ccc(NC(=O)C2CC3C=CC2C3)c([N+](=O)[O-])c1 (stereo not given) | -2.3%
C[C@]12CC[C@H](O)CC1=CCC1C2CC[C@@]2(C)C1CCC21OCCO1 (stereo not given in full) | 1.5%
COc1ccc(COC(=O)C2=C(C)NC(=O)NC2c2cc(Br)c(O)c(OC)c2)cc1 (stereo not given) | 0.2%
Cc1cc(C(=O)COC(=O)c2ccccc2NCCO)c(C)n1CC1CCCO1 (stereo not given) | 2.0%[50 µM]
C[C@]12CC[C@H](O)CC1=CCC1C2CC[C@@]2(C)C1CC[C@@H]2NC(=O)[C@@H](N)Cc1cnc[nH]1 (stereo not given in full) | 0.3%
Cc1ccc([N+](=O)[O-])cc1S(=O)(=O)N1CCCN(C)CC1 | 0.3%
The results go on:
SMILES | UTI89 phage lysis
Cc1c(C(=O)N2CCOCC2)c(S(=O)(=O)N2CCN(c3ccc(Cl)cc3)CC2)c(C)n1C | 0.2%
COc1cc(S(=O)(=O)N2CCN(C(=O)C3CC3)CC2)ccc1NC(C)=O | 0.6%[50 µM]
Cc1cccc(-n2c(C)c(-c3ccccc3)[nH]c2=S)c1 | 0.5%
Cc1ccc(OCCNC(=O)c2ccc3c(c2)OCO3)cc1 | 1.5%[50 µM]
CC(=O)Nc1ccc2c(c1)nc(C)n2-c1ccccc1 | -1.8%
CCN(CC(=O)Nc1ccc2c(c1)OCCO2)C(=O)c1ccc(CS(C)(=O)=O)cc1 | 1.2%
COc1ccc(C(=O)N2CCN(c3ccc(NC(=O)Cc4ccccc4)cc3)CC2)cc1 | -0.1%
CCc1nn(CC(=O)N2CCN(c3ccc(OC)cc3)CC2)c(=O)c2cc3occc3n12 | 0.3%
CCOC(=O)C1CCN(Cc2ccc(-c3ccccc3)cc2)CC1 | 0.9%
NC(=S)NN=C(c1ccc(Br)cc1)C1CC1 | -1.6%
CC(=O)c1sc(NC(=O)C2CCN(C(=O)c3ccccc3C)CC2)nc1-c1ccccc1 | 0.1%[50 µM]
CCOc1ccc(CN2CCNC(=O)C2CC(=O)NCCN2CCOC2=O)cc1 (stereo not given) | 0.1%
NC(=O)CC(NC(=O)c1ccc(Br)cc1)c1ccc(NC2CCCCCCC2)c([N+](=O)[O-])c1 (stereo not given) | 1.4%
COC(=O)[C@@H](Cc1ccccc1)NS(=O)(=O)N[C@H](Cc1ccccc1)C(=O)OC | -0.1%
O=C(c1c(F)cccc1F)N1CCCC(c2nc(-c3ccc(Cl)cc3)no2)C1 (stereo not given) | 0.1%
CC(C)c1ccc(NC(=O)c2ccc(NC3=NC4CS(=O)(=O)CC4S3)cc2)cc1 (stereo not given) | -0.8%
Cc1ccc(-n2nc3c(=O)n(C(C)C(=O)NCc4ccco4)nc(C)c3c2C)cc1 (stereo not given) | 0.1%
COc1ccc(CCNC(=O)c2ccc3nc4cc(Cl)ccc4c(=O)n3c2)cc1OC | 0.1%
O=C(Nc1ccc(Cl)c(S(=O)(=O)N2CCOCC2)c1)C1CCCC1 | 0.5%[50 µM]
CCOc1ccccc1/C=N/n1nnnc1N | 0.0%
Cc1ccccc1-c1nnn(CC(=O)NC(=O)NC2CCCC2)n1 | 0.1%[50 µM]
COc1ccc(C(=O)OCC(=O)NCCCc2ccccc2)c(OC)c1 | 0.0%
Cc1cc(C)cc(OCC(=O)Nc2nc(-c3cccnc3)cs2)c1 | -0.1%
Cn1c(SCC(=O)NC2CCCCC2)nnc1-c1ccccc1O | 1.9%[50 µM]
O=C(CCN=C1NS(=O)(=O)c2ccccc21)NCc1ccccc1F | -0.6%
Next entries
SMILES | UTI89 phage lysis
O=C(O)c1cc(S(=O)(=O)N2CCN(S(=O)(=O)c3ccc4ccccc4c3)CC2)ccc1Br | 0.0%[50 µM]
COc1ccc(CCNc2nc(C)cc(C)n2)cc1OC | -1.7%
CCOC(=O)c1c(NC(C)=O)sc(C(=O)NC2CCCC2)c1C | -0.1%
COc1cc(CNC(=O)c2ccc3oc(C(C)C)nc3c2)cc(OC)c1 | 0.2%
Cc1ccc(C(=O)Sc2cccccc2=O)cc1 | 0.5%
Cc1ccc(C(=O)Nc2cccc(S(=O)(=O)N3CCCCC3)c2)cc1S(=O)(=O)N1CCOCC1 | 0.3%
CC(C)CN(C(=O)COC(=O)c1ccccn1)c1c(N)n(Cc2ccccc2)c(=O)[nH]c1=O | 0.9%[50 µM]
CCC(=O)N1c2ccc(S(=O)(=O)N3CCN(c4cc(C)ccc4C)CC3)cc2CC1C (stereo not given) | 0.4%

Pulled by structure from above (five):
SMILES | UTI89 phage lysis
O=C(O)c1cc(S(=O)(=O)N2CCN(S(=O)(=O)c3ccc4ccccc4c3)CC2)ccc1Br | 0.0%[50 µM]
COc1cc(CNC(=O)c2ccc3oc(C(C)C)nc3c2)cc(OC)c1 | 0.2%
CCOC(=O)c1c(NC(C)=O)sc(C(=O)NC2CCCC2)c1C | -0.1%
Cc1ccc(C(=O)Nc2cccc(S(=O)(=O)N3CCCCC3)c2)cc1S(=O)(=O)N1CCOCC1 | 0.3%
COc1ccc(CCNc2nc(C)cc(C)n2)cc1OC | -1.7%

Taken from the listing for reference:
SMILES | UTI89 phage lysis
Cn1c(SCC(=O)NC2CCCCC2)nnc1-c1ccccc1O | 1.9%[50 µM]
O=C(CCN=C1NS(=O)(=O)c2ccccc21)NCc1ccccc1F | -0.6%
O=C(O)c1cc(S(=O)(=O)N2CCN(S(=O)(=O)c3ccc4ccccc4c3)CC2)ccc1Br | 0.0%[50 µM]
COc1ccc(CCNc2nc(C)cc(C)n2)cc1OC | -1.7%
CCOC(=O)c1c(NC(C)=O)sc(C(=O)NC2CCCC2)c1C | -0.1%
COc1cc(CNC(=O)c2ccc3oc(C(C)C)nc3c2)cc(OC)c1 | 0.2%
Cc1ccc(C(=O)Sc2cccccc2=O)cc1 | 0.5%

Among those listed so far, these contain a CF3 group:
SMILES | UTI89 phage lysis
O=C(CSc1nnc(CNC(=O)c2cccc(C(F)(F)F)c2)o1)NC1CCCC1 | 0.1%
NC(=O)c1nn2c(C(F)(F)F)cc(-c3ccccc3)nc2c1Br | 0.1%
